High-throughput results from PubChem BioAssay.
All columns: NCI-60 one-dose screen, growth in % after 48 h at 10 µM unless noted; 100 = growth as untreated, 0 = no growth, -100 = all killed.
NCI-H226: NCI-H226 lung cancer | 79,000 compounds, 3.5% hits
NCI-H322M: NCI-H322M lung cancer; 80,000 compounds, 2.7% hits; AID 1794733
COLO 205: COLO 205 colon cancer. 79,000 compounds, 7.3% hits. AID 1794742
NCI-H23: NCI-H23 lung cancer | 80,000 compounds, 4% hits
HCT-15: HCT-15 colon cancer | 82,000 compounds, 5.2% hits | AID 1794746
NCI-H460: NCI-H460 lung cancer; 82,000 compounds, 6.8% hits; AID 1794736
NCI/ADR-RES: NCI/ADR-RES ovarian cells; AID 1794790; 81,000 compounds, 4.4% hits
NCI-H522: NCI-H522 lung cancer. 78,000 compounds, 8% hits
HCT-116: HCT-116 colon cancer; 82,000 compounds, 7.3% hits; AID 1794798
* = called active by the depositor; x = no result given; & = joins results of further samples; [ ] = dose if it differs, or a comment. The calls were made as follows: active = growth percent below 10; inactive = the rest. Some of the compounds tested; rates above refer to the full screens.

entry	SMILES	NCI-H226	NCI-H322M	COLO 205	NCI-H23	HCT-15	NCI-H460	NCI/ADR-RES	NCI-H522	HCT-116
1	CN(c1ccccc1)P(=O)(N1CC1)N1CC1	88	105	107	100	85	54	100	85	91
2	O=C(CBr)C(=O)CBr	105	98	103	107	102	102	97	49	99
3	O=[N+]([O-])c1ccc(N2CCOCC2)c2c1no[n+]2[O-]	36	28	-53*	13	-19*	6.5*	16	-70*	-26*
4	COc1ccc(CCl)cc1CCl	107	97	114	105	98	103	108	99	96
5	O=C(O)CNC(=O)c1c(O)c2ccccc2n(Cc2ccccc2)c1=O	96	90	103	92	97	101	88	73	96
6	NC(=S)c1cn(C2OC(CO)C(O)C2O)c2ncnc(N)c12 (stereo not drawn)	-13*	-17*	-47*	-39*	-11*	4.0*	-26*	-39*	-16*
7	O=c1[nH]c2ccccc2n1CCCN1CCC(n2c(=O)[nH]c3cc(Cl)ccc32)CC1	116	x	97	103	102	104	104	x	92
8	O=C1CCCN1CC#CCN1CCCC1	101	99	135	104	112	115	111	105	105
9	COCCOP(=O)(N1CC1)N1CC1	97	108	111	94	104	100	96	86	94
10	O=C(N/N=C\c1ccc(N(CCCl)CCCl)cc1)c1ccccn1	75	92	118	93	81	53	87	98	99
11	O=[N+]([O-])c1ccc(Cl)c(Cl)c1	103	97	109	104	104	106	103	92	99
12	CC1(C)CCOC1=O	101	103	111	109	105	111	110	110	103

entry	SMILES	NCI-H226	NCI-H322M	COLO 205	NCI-H23	HCT-15	NCI-H460	NCI/ADR-RES	NCI-H522	HCT-116
13	O=[N+]([O-])c1cc([N+](=O)[O-])c(Cl)c(Cl)c1Cl	53	96	-83*	43	-49*	x	21	-87*	-54*
14	O=P(CCl)(N1CC1)N1CC1	104	115	142	115	105	106	116	x	108
15	O=C1CCCN1	101&99	100&93	107&123	98&109	108&101	106&103	103&113	98	97&102
16	CCCC(C)COC(=O)Cc1ccccc1 (stereo not drawn)	98	100	108	94	107	106	96	106	92
17	Cc1ccc(OC(=O)N(C)C)cc1	107	110	117	103	101	122	104	92	113
18	CN1C2CCC1CC(OC(=O)/C=C\c1ccccc1)C2 (stereo not drawn)	96	116	104	237	88	110	199	24	98
19	O=C(NC1=NN(Cc2ccccc2)C(=O)C1)c1ccc(S(=O)(=O)F)cc1	99	95	86	104	94	116	106	89	97
20	c1ccc(Nc2ccc3ccccc3c2)cc1	104	94	111	91	100	111	101	x	118
21	c1ccc(CCCN2CCCCC2Cc2ccccc2)cc1 (stereo not drawn)	83	99	86	87	94	100	91	74	63
22	CCCCCCCCCCC1CCP(=O)(OC)OC(C)=C1C(=O)OC (stereo not drawn)	61	98	92	103	59	58	63	70	62
23	CN1CCCCC1C(O)c1ccc(Cl)cc1 (stereo not drawn)	92	115	104	102	112	107	104	90	101
24	C[N+](C)(C)Cc1ccc(Cl)cc1	98	93	105	99	98	104	105	92	99

entry	SMILES	NCI-H226	NCI-H322M	COLO 205	NCI-H23	HCT-15	NCI-H460	NCI/ADR-RES	NCI-H522	HCT-116
25	COc1ccccc1NP1(=O)OCC(C)([N+](=O)[O-])CO1 (stereo not drawn)	103	105	105	94	106	104	108	91	100
26	CNC1CCc2cc3c(cc2C1)OCO3 (stereo not drawn)	98	98	108	101	100	109	106	98	84
27	ClCCN(CCCl)c1nc(Cl)c(C2CC(c3ccc(Br)cc3)=NN2c2ccccc2)s1 (stereo not drawn)	81	82	96	87	95	99	101	69	78
28	CCC1CN1P(=O)(C(C)CC)N1CC1CC (stereo not drawn)	94	128	108	103	112	107	103	76	101
29	NCCc1ccccc1	107&110	109&116	119&106	114&103	96&106	105&103	113&100	111	103&103
30	C#CC1(OC(O)C(Cl)(Cl)Cl)CCCCC1 (stereo not drawn)	101	112	114	110	100	104	112	89	105
31	COc1cc2c(c(OC)c1OC)-c1ccc(O)c(=O)cc1C(N)CC2 (stereo not drawn)	93	81	115	87	86	99	83	86	80
32	O=C(CBr)Nc1ccc(Cl)cc1	91	101	-3.5*	81	18	106	95	-67*	54
33	Cn1cnc([N+](=O)[O-])c1[Se]c1nc(N)nc2nc[nH]c12	96	104	90	107	100	96	69	85	32
34	C[C@H](Oc1cc(Cl)c(Cl)cc1Cl)C(=O)O	105	122	116	93	92	102	97	89	101
35	COC(=O)CCC1=C(C)c2cc3[n-]c(cc4nc(cc5[n-]c(cc1n2)c(CCC(=O)OC)c5C)C=C4C)cc3C.[Cd+2]	20	96	22	19	36	-27*	83	-70*	80
36	CC(Br)C(N)=O (stereo not drawn)	100	101	112	98	95	101	102	97	99

entry	SMILES	NCI-H226	NCI-H322M	COLO 205	NCI-H23	HCT-15	NCI-H460	NCI/ADR-RES	NCI-H522	HCT-116
37	O=C(O)C1[O][Sb][O]C1C(=O)O (stereo not drawn)	94	101	109	110	88	108	103	x	103
38	Nc1c(Br)cc(Br)cc1Br	113	118	119	107	93	105	112	x	96
39	Cc1ccccc1COC12CCCC(C1)C(C)(C)OO2 (stereo not drawn)	101	103	123	103	107	108	108	102	102
40	CCOC(=O)[C@@H](C)C[C@H](Cc1ccccc1)NC(=O)c1csc([C@@H](C[C@H](C(C)C)N(C)C(=O)[C@H](CC)NC(=O)[C@H]2CCCCN2C)OC(C)=O)n1	65	43	-62*	28	9.9*	6.5*	7.7*	-23*	-7.8*
41	CC(C(=O)O)N(C)N=O (stereo not drawn)	108	100	115	106	99	102	108	100	103
42	CCC(=O)O[C@H]1CC[C@H]2[C@@H]3C[C@H](F)C4=CC(=O)CC[C@]4(C)[C@H]3CC[C@]12C	93	96	117	95	106	105	93	87	85
43	COc1cc2c(cc1OC)[C@@H]1N(CC2)C(=O)c2ccccc2[C@@]1(C)C(=O)O	111	102	115	102	101	109	106	100	111
44	CCCCCn1c(C(=O)c2cccc3ccccc23)nc2ccccc21	91	111	109	91	92	100	103	73	88
45	CC1CN1c1cc(O)c(N2CC2C)cc1O (stereo not drawn)	98	103	107	99	102	115	99	96	99
46	N#CC(C#N)=Cc1ccc(C=C(C#N)C#N)cc1	105	170	141	100	116	115	99	93	101
47	CCCCCCCOC(C(=O)OCCN(CC)CC)(c1ccccc1)c1ccccc1	96	99	95	88	50	84	98	73	58
48	O=c1c2ccccc2[se]n1-c1ccccc1	100	99	103	103	100	89	99	89	104

entry	SMILES	NCI-H226	NCI-H322M	COLO 205	NCI-H23	HCT-15	NCI-H460	NCI/ADR-RES	NCI-H522	HCT-116
49	COc1cc(C(=O)/C=C/c2sc(N(CCCl)CCCl)nc2Cl)cc(OC)c1OC	77	83	94	95	81	97	97	69	79
50	O=C1CC2(CCNCC2)Oc2cccnc21	105	106	114	110	100	119	110	95	114
51	CNC(=O)Oc1ccc(OC)cc1	98	97	110	106	106	115	107	99	106
52	C[C@]12CC[C@H]3[C@@H](CC[C@]45CC(=O)C=C[C@]34C5)[C@@H]1CCC2=O	113	99	129	106	98	98	107	85	99
53	CCCCNC(C)(C)C(O)c1ccccc1 (stereo not drawn)	98	105	102	102	100	112	106	97	84
54	C[C@]1(O)CC[C@H]2[C@@H]3CCC4=CC(=O)CC[C@]4(C)[C@@]34O[C@H]4C[C@@]21C	96	107	x	97	100	100	x	92	98
55	C1CCC2CNCCC2C1 (stereo not drawn)	89	107	138	101	98	118	104	97	112
56	CC[C@@H](CO)NC(=O)[C@@H]1C=C2c3cccc4[nH]cc(c34)C[C@H]2N(C)C1	110	95	107	98	109	108	101	90	99
57	O=S(=O)(F)c1ccc(Cl)cc1	109	123	107	100	98	113	109	101	106
58	CNC(Cc1ccc(OC)cc1)c1ccccc1 (stereo not drawn)	89	105	102	104	104	108	106	105	89
59	CCCCN(N=O)C(C)=O	98	103	115	124	97	102	113	x	107
60	c1ccc(N2C3C4CC(C5CCCC54)C32)cc1 (stereo not drawn)	115	125	98	97	87	109	104	x	110

From entry 58 up to 60, copied from above:
entry	SMILES	NCI-H226	NCI-H322M	COLO 205	NCI-H23	HCT-15	NCI-H460	NCI/ADR-RES	NCI-H522	HCT-116
58	CNC(Cc1ccc(OC)cc1)c1ccccc1 (stereo not drawn)	89	105	102	104	104	108	106	105	89
59	CCCCN(N=O)C(C)=O	98	103	115	124	97	102	113	x	107
60	c1ccc(N2C3C4CC(C5CCCC54)C32)cc1 (stereo not drawn)	115	125	98	97	87	109	104	x	110

Continuation:
entry	SMILES	NCI-H226	NCI-H322M	COLO 205	NCI-H23	HCT-15	NCI-H460	NCI/ADR-RES	NCI-H522	HCT-116
61	NC(Cc1ccccc1)c1ccccc1 (stereo not drawn)	98&92	103&102	105&103	105&98	98&110	111&107	102&106	95&94	98&100
62	C#Cc1cccc(NC(=O)Nc2ccc(NS(=O)(=O)F)cc2)c1	96[8.25 µM]	98[8.25 µM]	105[8.25 µM]	102[8.25 µM]	101[8.25 µM]	113[8.25 µM]	108[8.25 µM]	85[8.25 µM]	105[8.25 µM]
63	COc1ccc(C(=O)c2sc3nc4c(cc3c2N)N2CCC4CC2)cc1	77	91	106	87	89	98	84	77	89
64	CCOP(=O)(NCCc1ccccc1)OCC	103	120	106	100	116	112	110	110	99
65	C=CC[Se]C(=O)CCc1ccccc1	97	76	124	96	98	77	100	97	98
66	CNCCc1cc(OC)c(OC)c(OC)c1	91	102	103	97	98	103	95	83	90
67	O=c1[nH]c(S(=O)(=O)F)nc2nc[nH]c12	114	105	102	100	107	105	110	89	104
68	CC(C)[C@]12O[C@H]1[C@@H]1O[C@]13[C@]1(O[C@H]1C[C@H]1C4=C(CC[C@@]13C)C(=O)OC4)[C@@H]2OC(=O)OC(C)(C)C	13	3.7*	x	-28*	8.8*	2.1*	-2.5*	-34*	4.8*
69	CC[C@H](C)[C@H](NC(=O)[C@H]1CCCCN1C)C(=O)N(C)[C@H](C[C@@H](OC(C)=O)c1nc(C(=O)NC23CC(C(=O)OC)(C2)C3)cs1)C(C)C	18	56	-47*	18	6.1*	8.8*	10	-22*	5.8*
70	CC(C)[C@@]12CC[C@@H]3[C@@]4(C)CCC[C@@](C)(C(=O)N5CCN(C)CC5)[C@@H]4C[C@H]4O[C@@]34[C@@H](OO1)O2	97	103	92	90	84	95	91	83	70
71	CCOC(=O)C1=C(Nc2ccc(Cl)c(C(F)(F)F)c2)C(=O)OC12C(=O)Nc1ccccc12 (stereo not drawn)	87	93	117	88	97	103	92	79	95
72	O=C1NC(=O)C(=Cc2ccc(-c3ccccc3)cc2)C(=O)N1	98	102	101	99	105	107	101	92	95

Limited to NCI-H322M, HCT-116 and HCT-15, for 2 of the compounds above:
| # | mol | NCI-H322M | HCT-116 | HCT-15 |
| --- | --- | --- | --- | --- |
| 63 | COc1ccc(C(=O)c2sc3nc4c(cc3c2N)N2CCC4CC2)cc1 | 91 | 89 | 89 |
| 64 | CCOP(=O)(NCCc1ccccc1)OCC | 120 | 99 | 116 |

(list continues)
entry	SMILES	NCI-H226	NCI-H322M	COLO 205	NCI-H23	HCT-15	NCI-H460	NCI/ADR-RES	NCI-H522	HCT-116
73	O=[N+]([O-])c1ccc([Se]C2CCCCC2Cl)c([N+](=O)[O-])c1 (stereo not drawn)	74	56	102	40	88	58	79	63	47
74	CCC1(CC)C(=O)NC(=O)N(CCc2ccccn2)C1=O	101	108	110	100	112	108	109	x	104
75	CC[N+]1(C)CCCC(OC(=O)C(O)(c2ccccc2)c2ccccc2)C1 (stereo not drawn)	110&105	120&107	128&105	100&101	110&109	110&113	102&107	111&101	106&102
76	O=[N+]([O-])c1ccc(/C=C/C=C/c2ccc(S(=O)(=O)F)cc2Cl)c(Cl)c1	95	94	x	110	100	108	112	105	95
77	C=CCC1(CC=C)C(=O)N(C)C(=O)N(c2ccccc2)C1=O	107	100	118	104	110	104	108	97	106
78	N#C[Se]CCCNS(=O)(=O)C1CC2C=CC1C2 (stereo not drawn)	-66*	-20*	-39*	-38*	-1.3*	-18*	-3.8*	x	-32*
